CIT2 TOR yeast: modulators of TOR pathway CIT2-GFP in S. cerevisiae | S. cerevisiae CIT2-GFP strain, flow cytometry, 3 h; 100 means same as DMSO wells | GFP response vs DMSO, % at 10 µM | hit rate 0.065% among 320,000;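 active = GFP response relative to DMSO above a set limit, near the screen mean plus 3 SD, cut at about 150% in these data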;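 also: ratio of well median GFP fluorescence to mean of DMSO wells on the plate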
AGP1-GFP MLPCN: modulators of TOR pathway AGP1-GFP in S. cerevisiae; S. cerevisiae AGP1-GFP multiplex flow cytometry, 3 h; GFP as percent of DMSO wells; GFP response vs DMSO, % at 10 µM; hit rate 0.02% among 320,000; AID 2066;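 active = GFP response relative to DMSO above a set limit, near screen average plus 3 SD, cut at about 150% in these data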;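 also: median GFP channel fluorescence of the gated AGP1 strain per well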
MCL1 BIM primary: MCL1-BIM-BH3 interaction inhibition (human); Q07820; GST-MCL1 / FITC-Bim-BH3 fluorescence polarization; inhibition, % at 10.9 µM; hit rate 0.68% among 320,000;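 active = inhibition above the mean inhibition of all tested compounds plus 3 SD, set per campaign, cut at about 40% in these data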;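 also: 0% = DMSO wells and 100% = unlabeled Bim-BH3 peptide control; higher means more loss of mP so more displacement of Bim peptide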
Target sequence (Q07820 whole entry, looked up): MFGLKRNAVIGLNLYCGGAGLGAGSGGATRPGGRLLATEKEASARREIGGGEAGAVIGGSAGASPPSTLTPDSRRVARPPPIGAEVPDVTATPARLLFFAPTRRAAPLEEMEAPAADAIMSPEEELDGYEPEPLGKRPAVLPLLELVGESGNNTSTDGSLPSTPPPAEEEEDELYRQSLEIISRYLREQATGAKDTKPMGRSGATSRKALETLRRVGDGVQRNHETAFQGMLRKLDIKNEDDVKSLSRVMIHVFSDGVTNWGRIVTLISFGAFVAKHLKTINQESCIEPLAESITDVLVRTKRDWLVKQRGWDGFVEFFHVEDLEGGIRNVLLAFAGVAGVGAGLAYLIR
MEX-5 binding: C. elegans MEX-5 TCR-2 RNA binding activity; Q9XUB2; MEX-5/FITC-TCR2 RNA binding, fluorescence polarization; stronger effect = lower value; activity score (negative = inhibition of binding), % at 10 µM; hit rate 0.38% among 300,000;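 active = inhibition past about -25% in most replicates, and total fluorescence under double the plate's negative control median, limit read from the data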;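 also: 0% = DMSO and -100% = 5 µM competing unlabeled TCR2 RNA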
Target sequence (Q9XUB2 whole entry, looked up): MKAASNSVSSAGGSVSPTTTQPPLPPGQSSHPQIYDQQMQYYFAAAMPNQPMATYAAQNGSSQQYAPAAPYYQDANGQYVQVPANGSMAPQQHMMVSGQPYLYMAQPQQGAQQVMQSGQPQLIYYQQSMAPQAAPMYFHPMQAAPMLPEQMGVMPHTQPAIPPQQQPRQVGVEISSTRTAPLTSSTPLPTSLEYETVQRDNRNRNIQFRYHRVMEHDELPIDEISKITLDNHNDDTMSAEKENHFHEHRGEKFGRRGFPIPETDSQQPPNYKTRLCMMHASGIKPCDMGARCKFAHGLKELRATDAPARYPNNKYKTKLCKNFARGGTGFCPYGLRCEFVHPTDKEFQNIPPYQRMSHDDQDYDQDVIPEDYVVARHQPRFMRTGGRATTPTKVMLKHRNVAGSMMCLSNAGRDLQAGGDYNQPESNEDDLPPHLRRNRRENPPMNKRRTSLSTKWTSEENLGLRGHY
Yeast superoxide: caloric restriction mimetics inhibiting age-related superoxide in yeast; S. cerevisiae aged cells, superoxide DHE fluorescence; stronger effect = lower value; superoxide response (% of plate mean), % at 10 µM; hit rate 0.18% among 330,000;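 active = superoxide response under a set limit, about three screen SD below normal, cut at about 65% in these data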;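 also: yeast aged for seven days with compound at 30 °C before DHE staining; 100% = average MFI of all compound-treated wells on the plate with controls excluded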
GRK2 aptamer HTS: blocks RNA aptamer binding to human GRK2; P25098; bead flow cytometry, FAM-aptamer displacement from GRK2; inhibition of aptamer binding, % at 10 µM; hit rate 0.59% among 330,000; AID 488847;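 active = inhibition of aptamer binding above 40%, roughly 3 SD of noise, on plates passing a quality check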;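 also: median bead fluorescence of bound FAM aptamer so fluorescent compounds give negative values; no value below 0 was filed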
VLA-4 inh: inhibition in a human VLA-4 binding assay; inhibition, % (about 7 µM as worked out from the volumes in the protocol); hit rate 0.2% among 330,000; P13612; AID 2557; VLA-4 expressing cells, ligand binding flow cytometry; in the data active = inhibition above about 50%
GLD-1 RNA inh: GLD-1-TGE RNA interaction inhibition (C. elegans). purified GLD-1 + fluorescein TGE RNA, fluorescence polarization. inhibition, % at 5.96 µM. hit rate 0.44% among 320,000. Q17339;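 active = percent inhibition above a per-plate cutoff, the plate mean of test compounds plus 3 SD, cut at about 30% in these data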;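 also: 0% = DMSO wells with GLD-1 and probe and 100% = wells lacking GLD-1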
Bcl-xL primary: Bcl-xL (human) inhibition. Q07817. GST-Bcl-xL / FITC-Bim BH3 peptide fluorescence polarization. inhibition, % at 10.9 µM. hit rate 0.7% among 320,000. AID 2129;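 active = inhibition above the mean of all tested compounds plus 3 SD, cutoff set per campaign, cut at about 30% in these data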;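 also: 0% = DMSO wells and 100% = unlabeled Bim-BH3 peptide competitor; inhibitors lower millipolarization by displacing the labeled peptide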
Target sequence (Q07817 whole entry, looked up): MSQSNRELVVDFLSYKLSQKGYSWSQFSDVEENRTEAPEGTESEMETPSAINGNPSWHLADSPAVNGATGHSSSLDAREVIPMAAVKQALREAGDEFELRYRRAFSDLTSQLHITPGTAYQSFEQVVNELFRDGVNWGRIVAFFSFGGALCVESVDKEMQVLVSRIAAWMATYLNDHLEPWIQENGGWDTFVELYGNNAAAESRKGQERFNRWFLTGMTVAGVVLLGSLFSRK
Active calls of the source: *; i = inactive; . = not tested or not shown.

structure | CIT2 TOR yeast | AGP1-GFP MLPCN | MCL1 BIM primary | MEX-5 binding | Yeast superoxide | GRK2 aptamer HTS | VLA-4 inh | GLD-1 RNA inh | Bcl-xL primary
Cn1ccnc1COc1ccc(/C=N/O)cc1 | 112 | 92 | -3 | 1.1 | 96 | 3 | 0 | -2 | 8
COc1ccc(/C=N/Nc2nc(C)nc(N)n2)cc1 | 97 | 91 | 3 | -0.9 | 94 | 0 | 10 | 1 | 6
CCCOc1ccc(C(=O)NCC(c2cccs2)N(C)C)cc1OC (centres undefined) | 96 | 99 | 9 | -2.5 | 103 | 0 | 8 | 3 | 5
CCOC(=O)CN(C(=O)COc1nc(-c2ccccc2)cc(C)c1C#N)c1ccc(F)cc1 | 99 | 106 | 2 | 0.1 | i | 1 | 17 | -2 | 2
COc1cc(N)c(Cl)cc1Cl | 85 | 97 | -5 | 0.6 | 108 | 0 | 1 | -15 | 1
O=C(Nc1nccs1)c1cccc2ccccc12 | 86 | 83 | -1 | -0.5 | 97 | 2 | 6 | 4 | 2
Cc1ccc(Nc2nc(-c3sc(NC(=O)c4cccc(Cl)c4)nc3C)cs2)cc1 | 113 | 95 | -17 | 1.8 | 104 | 2 | -6 | -9 | -10
CCOc1ccc(CN2CCNC(=O)C2CC(=O)NCc2cc(C)n(C)n2)cc1 (centres undefined) | 102 | 94 | 19 | -2.7 | 95 | 0 | 0 | 9 | 14
O=C(CN1C(=O)NC2(CCCCCC2)C1=O)Nc1ccc(Br)cc1Br | 88 | 104 | -4 | . | 88 | 0 | 12 | -1 | 2
COCCn1c(=O)[nH]c2cc(C(=O)Nc3cccc(F)c3)ccc2c1=O | 93 | 96 | 5 | 1.9 | 82 | 6 | -3 | 3 | 9
COCCn1cnc2c1c(=O)n(CC#N)c(=O)n2Cc1ccccc1 | 102 | 105 | -3 | -2.6 | 92 | 0 | -3 | -1 | 1
Cc1ccc(NC(=O)CC2(CC(=O)O)CCCC2)c(C)c1 | 101 | 96 | 8 | 0.6 | 106 | 0 | 1 | 8 | 5
O=C1CCC(=O)N1c1ccccc1 | 103 | 97 | 7 | -1.7 | 102 | 1 | 15 | -3 | 0
O=C(NCC(=O)N(c1ccc(Cl)cc1)C(C(=O)NC1CCCC1)c1cccnc1)c1ccco1 (centres undefined) | 101 | 102 | 4 | 2.1 | 100 | 1 | -3 | 6 | 2
O=C(O)c1ccc(S(=O)(=O)Nc2ccc3c(c2)OCCO3)cc1 | 108 | 101 | -4 | 3.5 | 97 | 0 | 2 | -2 | 4
CCc1cccc(C)c1NC(=O)CN1C(=O)NC(Cc2ccccc2)C1=O (centres undefined) | 104 | 115 | -1 | 3.8 | 84 | 1 | 5 | 7 | 2
COc1ccc(C(c2c(NC(C)=O)sc3c2CCCC3)N2CCN(CCO)CC2)cc1OC (centres undefined) | 107 | 106 | 1 | -1.5 | 91 | 3 | -13 | 0 | 0
COc1cccc(CN2CCN(Cc3cccc4nonc34)CC2CCO)c1 (centres undefined) | 100 | 100 | 0 | -0.3 | 87 | 0 | 3 | 3 | 2
CN(C)S(=O)(=O)c1cccc(NC(=O)CC23CC4CC(CC(C4)C2)C3)c1 | 105 | 95 | -8 | 2.3 | 112 | 0 | -7 | 0 | 3
FC(F)(F)c1ccc2c(c1)N1CCCC1CN2 (centres undefined) | 112 | 97 | -9 | 0.5 | 89 | 8 | -20 | -16 | 1
COCCNC(=S)N1CCC(Cc2ccccc2)CC1 | 96 | 96 | -2 | -1.9 | 75 | 0 | 1 | -3 | 2
COC(=O)c1[nH]c2cc(OC)ccc2c1NC(=O)CN1CCC(C(N)=O)(N2CCCCC2)CC1 | 99 | 104 | -10 | 0.8 | 115 | 0 | 17 | 2 | -2
CC(=O)NNC(=S)Nc1cccc(F)c1 | . | . | 9 | -0.3 | 106 | 0 | -3 | 3 | 4
COc1cc(/C=N/Nc2ccccc2)ccc1O | 114 | 100 | -2 | 0.1 | 98 | 0 | 3 | -2 | 3
O=C(NCc1cn2ccsc2n1)c1cccs1 | 104 | 102 | -9 | 0.0 | 85 | 0 | 6 | 6 | 0

Taken from the entries so far, 2 compounds:
structure | CIT2 TOR yeast | AGP1-GFP MLPCN | MCL1 BIM primary | MEX-5 binding | Yeast superoxide | GRK2 aptamer HTS | VLA-4 inh | GLD-1 RNA inh | Bcl-xL primary
COc1cc(/C=N/Nc2ccccc2)ccc1O | 114 | 100 | -2 | 0.1 | 98 | 0 | 3 | -2 | 3
O=C(NCc1cn2ccsc2n1)c1cccs1 | 104 | 102 | -9 | 0.0 | 85 | 0 | 6 | 6 | 0

New compounds follow
structure | CIT2 TOR yeast | AGP1-GFP MLPCN | MCL1 BIM primary | MEX-5 binding | Yeast superoxide | GRK2 aptamer HTS | VLA-4 inh | GLD-1 RNA inh | Bcl-xL primary
O=S1(=O)N=C(N(CCO)/N=C/c2ccc(Br)cc2)c2ccccc21 | 111 | 104 | -3 | 0.0 | 171 | 0 | 4 | 9 | 8
COc1ccc(Nc2nc(NCC3CCCO3)c3ccccc3n2)c(OC)c1 (centres undefined) | 94 | 102 | 2 | 2.3 | 99 | 1 | 12 | -1 | 6
CC[C@@H](C)C(N)c1cn([C@@H](CCC(=O)O)C(=O)N2CCNCC2)nn1 (some centres undefined) | 68 | 80 | 4 | 0.8 | 105 | 0 | 20 | 2 | 3
COc1ccc(-c2nnn(CC(=O)N3CCN(c4ccc(F)cc4)CC3)n2)cc1 | 92 | 99 | 9 | 0.5 | 100 | 1 | 6 | -1 | 2
COc1ccc(Nc2nc(Nc3ccc(OC)cc3OC)nc(N3CCN(C)CC3)n2)c(OC)c1 | 106 | 103 | 0 | 1.9 | 114 | 0 | 21 | -4 | 5
NC(=O)c1ccc(NC(=O)COC(=O)c2cccc(Oc3ccccc3)c2)cc1 | 101 | 108 | -27 | -0.5 | 103 | 1 | 6 | 7 | -6
O=C(C1CC(c2ccc(F)cc2)=NO1)N1CCN(Cc2ccccc2)CC1 (centres undefined) | 111 | 106 | 1 | 0.6 | 99 | 0 | -1 | 7 | 2
Fc1ccc(NC(=S)Nc2ccc(Cl)cc2Cl)cc1 | 108 | 103 | 7 | -0.5 | 94 | 0 | 4 | 7 | 5
Cc1nnc(-c2ccc(Cl)cc2)[nH]c1=O | 100 | 101 | 8 | 1.6 | 104 | 2 | -4 | -9 | 4
O=C1NC(=O)/C(=C/c2cccc([N+](=O)[O-])c2)N1 | 87 | 92 | 2 | -1.2 | 104 | 2 | 6 | -2 | 1
O=C(Nc1cccnc1)C1CC(c2ccccc2O)=NO1 (centres undefined) | 104 | 105 | 6 | 3.3 | 94 | 0 | -13 | 3 | 1
COc1ccccc1N1CCN(CC(O)COc2ccc(C)cc2C)CC1 (centres undefined) | 95 | 92 | 8 | 2.5 | 103 | 0 | -1 | -4 | 3
Cc1ccc(S(=O)(=O)N(Cc2cccc(F)c2)C(=O)N2CCN(C)CC2)cc1 | 98 | 114 | 0 | -0.8 | 100 | 0 | 8 | -1 | 3
COC(=O)CSc1nnc(-c2sc3cc(OC)ccc3c2Cl)n1C | 91 | 93 | -22 | -0.3 | 104 | 6 | 7 | -5 | -23
CCCCCCOc1ccc(N2C(=O)CC(NCc3ccc(S(N)(=O)=O)cc3)C2=O)cc1 (centres undefined) | 96 | 105 | 2 | 1.9 | 115 | 0 | 9 | -3 | -1
COc1ccc(C(=O)CC(=O)C(=O)Nc2ccccc2OC)cc1 | 101 | 100 | 5 | 1.2 | 103 | 0 | 8 | -3 | 9
O=C(CNS(=O)(=O)c1ccc(Br)s1)N1CCN(C(=O)c2ccco2)CC1 | 78 | 87 | -1 | 0.9 | 94 | 0 | 4 | 6 | -5
CSc1ccc(S(=O)(=O)Nc2ccc(S(=O)(=O)Nc3ccc(C)cc3)cc2)cc1 | 100 | 103 | -3 | 2.0 | 93 | 0 | 5 | -1 | 1
Cc1ccc(-c2cc(C(=O)N3CCN(c4ccccc4O)CC3)c3ccccc3n2)o1 | 98 | 98 | -1 | -0.6 | 90 | 0 | -8 | 1 | 8
Cc1cccc(NCc2cc(Cl)cc(Cl)c2O)n1 | 91 | 104 | 1 | 2.1 | 85 | 1 | 13 | 9 | -1
CN(C)c1ccc(NC(=O)c2sc(SCC(=O)Nc3ccc(Br)cc3)nc2N)cc1 | 86 | 93 | 4 | 0.6 | 92 | 0 | -2 | -6 | 6
NC(=O)c1nnsc1-c1ccc(-c2snnc2C(N)=O)cc1 | 106 | 100 | -7 | 0.3 | 100 | 1 | 7 | -3 | -1
NC(=O)CSc1nnc(CNc2ccc(F)cc2)n1CC1CCCO1 (centres undefined) | 93 | 103 | -2 | 0.6 | 96 | 0 | 20 | 0 | 1
O=C(CSc1nc(CCC2CCCC2)nc2ccccc12)NCc1ccc2c(c1)OCO2 | 99 | 97 | 19 | -0.7 | 92 | 1 | 0 | 0 | 7
O=C(CCCN1C(=O)c2ccccc2C1=O)NCCc1ccc(OC(F)F)cc1 | 95 | 95 | -1 | 1.5 | 103 | 1 | 6 | 9 | -1
O=C(CNC(=O)c1nn(Cc2ccccc2)c(=O)c2ccccc12)Nc1ccc(F)c(F)c1F | 104 | 100 | . | . | 93 | 2 | 7 | 1 | .
N#CC1=C(S)N(c2ccccc2)C(c2cccs2)NC1=O (centres undefined) | 91 | 92 | 5 | -1.1 | 91 | 1 | -4 | -5 | -3
COc1ccc(NC(=S)NCCc2c[nH]c3ccccc23)c(OC)c1 | 110 | 104 | 10 | -1.2 | 68 | 0 | 1 | 3 | 3
O=C(O)CC(NS(=O)(=O)Cc1ccccc1)c1cccc([N+](=O)[O-])c1 (centres undefined) | 102 | 108 | . | 1.6 | 103 | 0 | 9 | . | .
Cn1c(SCc2ccccn2)nnc1-c1ccccc1 | 107 | 100 | 0 | 0.6 | 106 | 0 | 6 | -2 | 3
CCCc1nc2ccccc2c(=O)n1/N=C/c1ccc(O)cc1O | 113 | 99 | 13 | -2.3 | 107 | 2 | 10 | 7 | 7
Cc1ccc(C(=O)NCCc2ccc(S(N)(=O)=O)cc2)o1 | 88 | 92 | 8 | 1.2 | 102 | 0 | 4 | 6 | 5
COc1ccc(C(=O)OCCN=C2NS(=O)(=O)c3ccccc32)cc1OC | 100 | 95 | 9 | -0.2 | 108 | 2 | -9 | -3 | 7
CCOC(=O)N1CCN(C(=O)CS(=O)(=O)Cc2nc(-c3cccc(OC)c3)oc2C)CC1 | 99 | 98 | 5 | -0.1 | 103 | 2 | -4 | 2 | 3
Cn1c(=O)c2c(ncn2CC(=O)N/N=C/C(Cl)=C/c2ccccc2)n(C)c1=O | 106 | 106 | -8 | -0.8 | 107 | 0 | 4 | 5 | 3
CC(OC(=O)c1ccc(F)c(S(=O)(=O)N2CCOCC2)c1)C(=O)NCC1CCCCC1 (centres undefined) | 92 | 100 | -2 | . | 98 | 0 | -6 | 7 | 2
COc1cc(OCc2ccccc2)c(C(=O)/C=C/c2ccc3c(c2)OCO3)c(OC)c1OC | 102 | 110 | -4 | 3.4 | 93 | 3 | 7 | 1 | 4
CCOC(=O)c1ccccc1NC(=O)CSc1nc2ccccc2c(=O)n1CCCN1CCOCC1 | 103 | 104 | . | . | 120 | 0 | -2 | 1 | .
O=C(O)c1cc(Cl)c(Cl)cc1C(=O)N(Cc1ccccc1)Cc1ccccc1 | 91 | 97 | 5 | -3.5 | 105 | 0 | -16 | 2 | 7

High-throughput results as filed in PubChem.
